Sm TGR inh: S. mansoni TGR enzyme inhibition; purified TGR, DTNB reduction, TNB absorbance 405 nm; actives 3% (n = 360,000); Potency, µM (series often up to 114 µM), for the others: at the top dose activity change, negative = inhibition, hits mostly inhibitors; Q962Y6; note: potency is the fitted concentration of half-maximal effect; nearly all actives have a fitted effect of over 60% in size
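Kinetic colorimetric format: TGR-catalysed, NADPH-driven DTNB reduction monitored via TNB absorbance. Enzyme dispensed at 20 nM; compound exposure 15 min at room temperature before reaction start.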
AMA1 RON2 block: inhibitors of Plasmodium falciparum AMA1-RON2 interaction. Potency, µM (doses to about 58.2 µM), without a hit: top-dose activity change, negative = inhibition, actives largely listed as inhibitors. actives 0.2% (n = 360,000). AID 720542. AlphaScreen AMA1-biotinylated RON2 peptide binding;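 note: potency is the fitted concentration of half-maximal effect; 0% = vehicle wells and -100% = peptide control; nearly all actives have a fitted effect of over 45% in size; some results filed as inactive show a strong effect at the top dose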
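AMA1 (3D7) with his tag at 25 nM final met compounds first, then biotinylated RON2 peptide at 25 nM; detection used donor plus acceptor beads, 10 µg/mL apiece, read by AlphaScreen after 30 min at room temperature.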
HCMV inh: inhibitors of human cytomegalovirus; activity change, negative = inhibition, % at 57.5 µM; actives 4.5% (n = 410,000); HFF cells, HCMV-luciferase reporter, 72 h; active compounds read low; in the data active = activity change below about -60%; inconclusive = no clear call, values can overlap the other calls; inactive = above about -39%
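Luciferase read-out from HCMV-luciferase-infected HFFs (MOI 1 PFU/cell) 72 h post infection at 37C; compounds added after 16 h cell attachment; activity normalized between buffer-only basal and Salinomycin (10uM) inhibitor controls.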
AmpC inh detg: blocks E. coli AmpC beta-lactamase in detergent assay; P00811; AmpC hydrolysis of nitrocefin, absorbance 480 nm, 0.01% Triton; Potency, µM (highest dose often 114 µM), for the others: at the highest dose activity change, negative = inhibition, usual class: inhibitors; actives 0.041% (n = 370,000); AID 485294;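 note: potency is the fitted concentration of half-maximal effect; 0% = no-compound wells and -100% = no-enzyme wells; nearly all actives have a fitted effect of over 25% in size; some results filed as inactive show a strong effect at the top dose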
Target sequence (P00811 whole entry, looked up): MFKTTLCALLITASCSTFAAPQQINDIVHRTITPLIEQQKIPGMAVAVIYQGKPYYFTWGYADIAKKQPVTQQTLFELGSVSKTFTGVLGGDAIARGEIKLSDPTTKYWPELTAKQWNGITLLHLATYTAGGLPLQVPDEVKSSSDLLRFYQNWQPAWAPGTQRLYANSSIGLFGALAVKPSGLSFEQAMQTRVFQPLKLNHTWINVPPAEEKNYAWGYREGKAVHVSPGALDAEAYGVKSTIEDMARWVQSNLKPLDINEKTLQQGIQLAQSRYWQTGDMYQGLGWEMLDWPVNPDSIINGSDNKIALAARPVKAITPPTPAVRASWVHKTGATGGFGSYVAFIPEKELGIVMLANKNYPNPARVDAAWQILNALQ
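20 mM phosphate pH 7.0 + 0.01% (detergent screen) or 0.0001% Triton X-100; 5.3 nM AmpC reagent; cpd preinc 15 min RT; nitrocefin (800 uM stock) to start; A480 q20 s × 4 min; Activity was normalised to no-enzyme and no-compound control wells.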
FBPA Giardia inh: Giardia lamblia aldolase inhibition; A8B2U2; purified Giardia FBPA; Potency, µM (titrated, usually from 59.6 µM), inactives show at the top dose activity, negative = inhibition, hits mostly inhibitors; actives 0.71% (n = 290,000); note: potency is the fitted concentration of half-maximal effect; nearly all actives have a fitted effect of over 55% in size
Target sequence (A8B2U2 whole entry, looked up): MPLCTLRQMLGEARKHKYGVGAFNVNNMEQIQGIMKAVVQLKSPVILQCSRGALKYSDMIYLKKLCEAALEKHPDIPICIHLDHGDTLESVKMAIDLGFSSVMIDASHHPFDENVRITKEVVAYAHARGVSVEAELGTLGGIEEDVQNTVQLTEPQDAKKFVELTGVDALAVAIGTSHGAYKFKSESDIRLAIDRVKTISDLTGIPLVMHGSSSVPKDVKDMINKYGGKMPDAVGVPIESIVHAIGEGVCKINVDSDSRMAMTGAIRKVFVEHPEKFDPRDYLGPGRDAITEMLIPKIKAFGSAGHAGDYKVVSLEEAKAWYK
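40 nM FBPA preincubated 10 min at RT with compound (up to 57.5 uM final), then substrate plus GAPDH/TPI/NAD/arsenate coupling and diaphorase/resazurin added. Fluorescence read after 20 min at RT, 525/598 nm.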
HCV inhibitor: HCV inhibition; actives 3.4% (n = 340,000); Huh7.5.1 HCVcc-Cre infection, luciferase reporter, 44 h; Potency, µM (titrated, usually from 41.8 µM), without a hit: at the top dose activity change, negative = inhibition, usual class: inhibitors; AID 651820; note: potency is the fitted concentration of half-maximal effect
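Seed cells (1,000/well) for 4 h; treat with compound and infect with HCVcc-Cre, moi about 0.5. Incubate 44 h, then detect luciferase activity.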
* marks the source's active call; other numbers are inactive results; ? = inconclusive; . = no result given; & = joins results of further samples; [ ] = dose if it differs, or a comment. Unless noted, calls come from the whole dose curve; as a rule, active = well fitted curve in the direction sought with a large enough effect; inconclusive = small, poorly fitted or top-dose-only effect, or another doubt; inactive = no such curve, though single readings can be large; an effect the other way counts as inactive or inconclusive. Unless noted, % is set by controls: 0 for no effect and ±100 for the full control effect. The order is random, and some 9.3% of all compounds hit somewhere here.

SMILES	Sm TGR inh	AMA1 RON2 block	HCMV inh	AmpC inh detg	FBPA Giardia inh	HCV inhibitor
CSCC[C@H](NC(=O)[C@@H]1CSC2c3ccccc3C(=O)N21)C(=O)NC1CCCC1 (some centres not stated)	-17%	-2%	25	-1%	.	7%
COc1ccc(-c2nn(-c3ccccc3)cc2C(N)=O)cc1OC	-19%	20%	9	-9%	-8%	10%
COCC(C)n1c(C)cc(C(=O)COC(=O)CNC(=O)c2ccccc2)c1C (configuration not stated)	-1%	-9%	12	2%	-7%	8%
CC(=O)N1CCC(N(Cc2ccc(C)o2)C(=O)Nc2ccccc2F)CC1	?	.	18	12%	.	.
O=C(N/N=C/c1ccccc1O)c1ccc2c(c1)OCO2	33%	92%[activator]	-92*	2%	-17%	5.6µM*
COc1ccccc1NC(=O)N(O)C1(C#N)CCCCC1	.	33%[activator]	-22	.	.	16%
Cc1ccc(C2c3[nH]c4ccccc4c3CCN2C(=O)CCC2CCCC2)cc1 (configuration not stated)	10%	.	-93*	23%	.	.
COc1ccccc1N1CCN(C2CCCN(C(=O)CCC(=O)N(C)C)C2)CC1 (configuration not stated)	3%	14%	94	?	3%	-3%
Cc1ccnc(OC(C(=O)O)C(OCCc2ccccc2)(c2ccccc2)c2ccccc2)n1 (configuration not stated)	4%	7%	34	-1%	-7%	16%
O=C(NC1CCCCC1)c1cc(C(=O)c2ccccc2Br)c[nH]1	9%	4%	48	6%	-3%	?
CC(NC(=O)C1CCC(=O)N1Cc1ccccc1Cl)c1ccccc1 (configuration not stated)	-27%	2%	11	1%	8%	15%
CCCCOC(=O)COc1ccc(Cl)cc1Cl	0%	44%[activator]	18	-5%	.	2%
CCOC(=O)C1CCN(Cc2ccc(OCc3ccccc3)c(OC)c2)CC1	46%[activator]	-4%	.	-8%	-28%	1%
O=C(O)CC1OCC=C2CN3CCC45c6ccccc6NC4C1C2CC35 (configuration not stated)	-16%	7%	13	-6%	-10%	3%
CCN(Cc1nc2ccccc2c(=O)[nH]1)C(=O)c1ccc(C)c(NC(=O)c2ccco2)c1	1%	90%[activator]	-4	-12%	.	-12%
O=C(c1ccc([N+](=O)[O-])cc1)N1CCN(c2cccc3[nH]ccc23)CC1	2%	-3%	-2	2%	0%	?
Cc1cccc(CS(=O)(=O)Cc2ccc(C(=O)N3CCC4(CC3)OCCO4)o2)c1	?	44%[activator]	-19	2%	-3%	18%
Brc1ccc(Sc2cnc3ccccc3n2)cc1	3%	76%[activator]	-5	0%	6%	-26%
O=C(Nc1ccc(F)c(Cl)c1)Nn1cnnc1	-7%	.	43	0%	.	.
C=CCN1CCc2cc(O)c(O)cc2C(c2ccccc2)C1 (configuration not stated)	?	-7%	27	?	-5%	-24%
CCC1CCCCN1CCCNC(=O)c1sc2nc(C)cc(C)c2c1-n1cccc1 (configuration not stated)	3%	.	-15	22%	.	.
COc1ccc(-c2nc(CSCC(=O)NC3CC3)c(C)o2)cc1OC	-12%	-6%	-26	?	-1%	0%
Cc1ccc(Nc2c(-c3ccc(C)o3)nc3cccc(C)n23)cc1	-30%	.	-16	21%	.	.
O=C(CSc1ccc2nnc(CCNC(=O)c3ccccc3)n2n1)NC1CCCC1	-3%	2%	-24	0%	.	31%[activator]
COc1ccc(CCn2c(C)cc3c(c2=O)C(c2ccncc2)C(C#N)=C(N)O3)cc1OC (configuration not stated)	-11%	-2%	17	-7%	3%	12%
CC(=O)Nc1ccc(CN2CCCCCC2)cc1	1%	12%	-6	?	?	10%
COC(=O)C1CCN(Cc2cn(-c3ccccc3)nc2-c2ccc3c(c2)OCO3)CC1	-5%	?	-8	-6%	-5%	11%
CCCOc1ccc(/C=N/n2nnnc2N)cc1OC	4%	0%	23	-4%	2%	15%
COc1cc(C2C(C(C)=O)=C(O)C(=O)N2c2ccc(C)cc2)ccc1O (configuration not stated)	-16%	0%	1	4%	-24%	13%
Cc1ccnc2nc(C(=O)OCC(=O)c3c[nH]c4ccccc34)nn12	8%	7%	-15	2%	5%	11%

Quoted at random: 6 entries already listed
SMILES	Sm TGR inh	AMA1 RON2 block	HCMV inh	AmpC inh detg	FBPA Giardia inh	HCV inhibitor
COC(=O)C1CCN(Cc2cn(-c3ccccc3)nc2-c2ccc3c(c2)OCO3)CC1	-5%	?	-8	-6%	-5%	11%
C=CCN1CCc2cc(O)c(O)cc2C(c2ccccc2)C1 (configuration not stated)	?	-7%	27	?	-5%	-24%
CSCC[C@H](NC(=O)[C@@H]1CSC2c3ccccc3C(=O)N21)C(=O)NC1CCCC1 (some centres not stated)	-17%	-2%	25	-1%	.	7%
COc1ccc(-c2nn(-c3ccccc3)cc2C(N)=O)cc1OC	-19%	20%	9	-9%	-8%	10%
O=C(NC1CCCCC1)c1cc(C(=O)c2ccccc2Br)c[nH]1	9%	4%	48	6%	-3%	?
O=C(CSc1ccc2nnc(CCNC(=O)c3ccccc3)n2n1)NC1CCCC1	-3%	2%	-24	0%	.	31%[activator]

Next part.
SMILES	Sm TGR inh	AMA1 RON2 block	HCMV inh	AmpC inh detg	FBPA Giardia inh	HCV inhibitor
Cc1cccc(N(CC(=O)NCCSCc2ccccc2)S(C)(=O)=O)c1C	7%	2%	12	?	2%	-10%
Cc1ccc(C)c(N2CCN(C(=O)c3cc(S(=O)(=O)N4CCOCC4)cn3C)CC2)c1	1%	7%	19	-9%	-2%	-6%
O=S(=O)(c1ccccc1)N1CCN(Cc2cc3c(cc2Br)OCCO3)CC1	7%	-2%[11.6 µM]	-16	-3%	.	-4%
O=C1CS/C(=N/N=C/c2ccccc2)N1c1ccc(O)cc1	5%	8%	20	?	-13%	8%
COC(=O)c1cc(OC)c(OC)cc1NC(=O)c1ccoc1C	0%	.	.	-4%	-5%	7%
CCOc1ccc(N2CC(=O)Nc3ccccc3NCC2=O)cc1	?	-10%	24	-18%	-26%	1%
Cc1c(Cl)cccc1NC(=O)CN1C(=O)COc2ccc(S(=O)(=O)N3CCOCC3)cc21	-1%	.	-21	-5%	.	.
O=C(CCOc1cccc(Br)c1)NNC(=O)COc1ccc(F)cc1	-2%	77%[activator]	-5	-23%	.	14%
COc1ccc(CC(C(=O)Nc2ccc(OC)cc2)c2nn[nH]n2)cc1 (configuration not stated)	-18%	-5%	11	-9%	?	-11%
COCC(=O)NC1CC2CCCC(C1)N2Cc1ccccc1 (configuration not stated)	-20%	0%	21	-12%	-1%	17%
CC1(C)CC(=O)C2=C(C1)OC(N)=C(C#N)C2c1cccc(OC(=O)c2ccco2)c1 (configuration not stated)	-27%	0%	43	-3%	-1%	20%
CCOC(=O)C(=O)Nc1nccs1	.	56%[activator]	?	-4%	-16%	11%
O=C(CS(=O)(=O)c1cccc2nsnc12)NCc1ccc(Cl)cc1	-16%	.	-19	-8%	.	.
CC(=O)Nc1ccc2c(c1)-c1ccc(F)cc1C2=O	.	-2%	-32	.	.	?
CCCC(=O)Nc1ccc2c(c1)C(=O)NC2=O	0%	-9%	?	-16%	-7%	9%
Cc1ccc(/C=N/NC(=O)c2ccccc2OCc2ccc(F)cc2)o1	-14%	29%	?	-12%	-1%	10µM*
Cc1ccc(-c2nnc(Nc3ccc(Br)cc3)c3ccccc23)cc1S(=O)(=O)NCC1CCCO1 (configuration not stated)	-8%	.	-25	-8%	.	.
C[C@H](O)[C@@H]1C(=O)N2CCc3ccc(-c4cccc(F)c4)cc3[C@@H]2C[C@@H]1N(C)S(=O)(=O)c1ccccc1	.	-12%	-20	.	.	-13%[8.37 µM]
CCn1c(/C=C/c2cc[n+](C)cc2)nc2ccccc21	-4%	-9%	?	?	-4%	14%
Cc1ccc2nc(N(CCN(C)C)C(=O)/C=C/c3cccs3)sc2c1	-6%	-17%	?	-1%	-8%	?
Cc1ccc(C23CC4CC(CC(CC(=O)N5CCOCC5)(C4)C2)C3)cc1	-14%	0%	-37	3%	2%	?
Cc1ccc(C(=O)NCC(=O)NCC(=O)OCC(=O)c2cccs2)cc1	-2%	-14%	-1	-7%	3%	22%
Brc1ccc(-c2cnc(-c3cccs3)o2)cc1	-17%	-20%	24	-13%	-4%	-18%
Cc1ccc2nsnc2c1S(=O)(=O)NCc1ccncc1	-3%	-7%	-12	-5%	0%	?
CCOc1ccc(NC(=S)N2CCC(c3ccc(C)cc3)C2)cc1 (configuration not stated)	17%	0%	4	-7%	11%	-25%
CN(C)CCNc1nc(-c2ccccc2)c2c(c1C#N)CC(C)(C)OC2	-19%	-18%	-5	-12%	3%	?
Cc1ccc(CNC(=O)CCCn2c(=O)[nH]c3ccc(Br)cc3c2=O)cc1	3%	.	13	8%	.	.
CCOC(=O)C1CCN(S(=O)(=O)c2ccc(OC)c(Cl)c2)CC1	.	-5%	-3	2%	0%	-13%
O=C(CC1CS(=O)(=O)CC1CC(=O)Nc1ccc2c(c1)OCCO2)Nc1ccc2c(c1)OCCO2 (configuration not stated)	-9%	5%	-81*	-6%	-22%	-1%
CCOc1ccc(N=C(NC#N)SC)cc1	-12%	2%	-6	?	1%	5%
CC1Cc2ccccc2N1S(=O)(=O)c1cccc(C(=O)NNC(=O)c2ccccc2F)c1 (configuration not stated)	1%	71%[activator]	0	-8%	.	-6%
N#Cc1c(-c2ccccc2)cc(-c2ccc3c(c2)OCO3)[nH]c1=O	-1%	12%[11.6 µM]	10	?	.	32%[activator]
COc1cc(Nc2nc3c(S(=O)(=O)c4cccc(Cl)c4)nnn3c3ccsc23)cc(OC)c1	11%	.	22	3%	.	.
COc1ccc(CNC(=O)CN(Cc2ccccc2)C(=O)CCC(=O)Nc2ccccn2)cc1	0%	-7%	14	4%	3%	2%
CCN(CC)CCC(c1ccc(N(C)C)cc1)c1c(OC)cc(OC)c2c(-c3ccccc3)cc(=O)oc12 (configuration not stated)	-4%	18µM*	18	2%	-5%&-5%	-22%
COc1cccc(NC(=O)CN(C)CC(=O)Nc2cccc(C(F)(F)F)c2)c1	1%	3%	-13	-10%	8%	-20%
CC(C(=O)NC1C=CS(=O)(=O)C1)N1C(=O)/C(=C/c2cccc(Cl)c2)SC1=S (configuration not stated)	5%	64%[activator]	-65*	5%	.	5%
CCOCc1cc(CN2CCCC(CNC(=O)c3ccco3)C2)ccc1OC (configuration not stated)	1%	0%	?	1%	.	1%
Cc1nc(S(=O)(=O)N2CCN(c3cccc(Cl)c3)CC2)cn1C	-3%	.	-7	23%	.	.
CC(C)CCn1c(/C=C/c2ccccc2)nc2ccccc21	4%	.	7	4%	.	.
CCC(c1nnnn1C(C)(C)CC)N1CCN(c2ccccc2F)CC1 (configuration not stated)	.	5%	-4	-8%	3%	27%
O=C(/C=C/c1cccc(Cl)c1)NCCCN1CCOCC1	-19%	-6%	?	2%	2%	3%
O=C(Nc1nnc(C2COc3ccccc3O2)o1)c1ccc(F)cc1 (configuration not stated)	-24%	39%[activator]	-81*	3%	0%	?
C/C(=N/NC(=O)c1ccc(Cn2cccn2)o1)c1cccc(NC(=O)c2ccncc2)c1	-9%	50%[activator]	50	0%	-4%	-19%

Screening results: PubChem, National Center for Advancing Translational Sciences (NCATS)
